# Source: PubChem (National Center for Advancing Translational Sciences (NCATS))
# Lipid storage S3: qHTS Assay for Lipid Storage Modulators in Drosophila S3 Cells. 320,000 compounds, 0.64% hits. Drosophila S3 cells, BODIPY lipid droplet fluorescence, 18-24 h; cells fed with added oleic acid. lipid storage change, negative = inhibition, % at the top dose, mostly 46.1 µM; hits show Potency in µM; active means well fitted inhibition curve with a large enough effect in the signal ratio, with a control signal flat, not every such curve was filed as active; inconclusive means small, poorly fitted or top-dose-only effect, or effect the other way, or a change in a side signal; the % refers to the signal ratio
#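 Drosophila S3 cells loaded with oleic acid (400 uM, as added) and compounds at several concentrations; lipid droplets imaged by 488-nm laser-scanning cytometry, 500–530 nm intensity and object ratio to cell channel. Percent activity normalized to 20 uM Triacsin C.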
# Lipid storage S3 cell count max: further read-out of Lipid storage S3, marked with its call; cell number change, %; measured here: cell count max response;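 cells counted by Cell Tracker Red CMTPX staining in the red channel; peak over a dose series mostly up to 46.1 µM; percent activity relative to internal control wells on each plate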
# Active calls of the source: *; i = inactive; ? = inconclusive; . = not tested or not shown; [ ] = dose if it differs, or a comment. On the % scale 0 is the no-effect control and ±100 the full control effect; potency means the concentration at half of the fitted maximal effect. These rows are one share of the data (hit frequency here may not be typical).
SMILES,Lipid storage S3,Lipid storage S3 cell count max
O=C(N/N=C/c1ccc(Br)o1)c1ccc2c(c1)OCCO2,?,.
S=c1[nH]nc(COc2ccc(Cl)cc2Cl)n1-c1ccccc1,?,.
COc1ccccc1N(CC(=O)NCC(C)C)S(=O)(=O)c1cccs1,10.7%,-0.9
COC(=O)C1=C(C)N(Cc2ccccc2)C(=NCC2CC2)N[C@H]1c1ccccc1,?,8.4
Cc1noc(C)c1C(=O)Nc1ccc(F)c(F)c1,?,.
CCc1nnc(NC(=O)c2cc(S(=O)(=O)N(C)c3ccc(OC)cc3)ccc2Cl)s1,?,.
CC(CN1CCCCC1)OC(=O)Cc1ccc(Cl)cc1 (centres undefined),?,.
CC1=C([N+](=O)[O-])C(c2ccc(Cl)cc2)NC(=O)N1 (centres undefined),?,.
COc1cc(NC(=S)NC(=O)c2cc(C)cc(C)c2)ccc1NC(=O)c1cccs1,?,.
COc1ccc(/C=C(\NC(=O)c2ccc(C)cc2)C(=O)NCCN2CCOCC2)cc1,i,8.7
COC(=O)c1[nH]c2c(c1C)C(=O)CC(c1ccc(OC)cc1)C2 (centres undefined),-3.5%,0.5
CCc1nnc(NC(=O)CSc2nc(C)nc3c2c(=O)n(C)c(=O)n3C)s1,?,.
Cc1ccc(CN2CCN(/N=C/c3cc([N+](=O)[O-])ccc3Cl)CC2)cc1,i,.
CC(=O)Oc1ccc(C(=O)Nc2ccccc2C(=O)Nc2ccc(C(=O)O)cc2)cc1,?,.
Cc1ccc(Cn2nnc3c(=O)[nH]c(C4CCCN(S(=O)(=O)c5ccccc5)C4)nc32)cc1 (centres undefined),?,.
Cc1n[nH]c(C)c1S(=O)(=O)N1CCN(C2CCCCC2)CC1,i,16.6
O=C1CCCC2=C1C(O)(C(F)(F)F)C(=O)N2Cc1ccccc1 (centres undefined),-0.4%,-7.9
Clc1ccccc1OCc1nn[nH]n1,17.8%,9.8
CC(=O)c1ccc(NC(=O)/C(C#N)=C/c2ccncc2)cc1,i,1.1
COc1cc(C(=O)Nc2ccc(C)cc2C(NCC(=O)NN)c2ccccc2)cc(OC)c1OC (centres undefined),7.7%,6.2
O=C(c1cccc(-c2ccccc2F)c1)N1CC[C@@H](N2CCC(O)CC2)[C@H](O)C1,?,.
Cc1nc2ccc(S(=O)(=O)Nc3cccc(-c4nc5cccnc5s4)c3)cc2s1,?,.
CCOCC(=O)Nc1ccc(F)c(F)c1,6.8%,-1.7
FC(F)C(F)(F)Oc1cccc(-c2n[nH]c(=S)n2Cc2ccccc2)c1,?,.
COCCCNS(=O)(=O)c1ccc(Oc2ncc(C(F)(F)F)cc2Cl)cc1,3.3%,0.2

# Exported with values under each structure: entries from further up
# Sequence of screens – Lipid storage S3, Lipid storage S3 cell count max
- O=C(N/N=C/c1ccc(Br)o1)c1ccc2c(c1)OCCO2
 : ?, .
- S=c1[nH]nc(COc2ccc(Cl)cc2Cl)n1-c1ccccc1
 : ?, .
- COc1ccccc1N(CC(=O)NCC(C)C)S(=O)(=O)c1cccs1
 : 10.7%, -0.9
- COC(=O)C1=C(C)N(Cc2ccccc2)C(=NCC2CC2)N[C@H]1c1ccccc1
 : ?, 8.4
- Cc1noc(C)c1C(=O)Nc1ccc(F)c(F)c1
 : ?, .
- CCc1nnc(NC(=O)c2cc(S(=O)(=O)N(C)c3ccc(OC)cc3)ccc2Cl)s1
 : ?, .
- CC(CN1CCCCC1)OC(=O)Cc1ccc(Cl)cc1 (centres undefined)
 : ?, .
- CC1=C([N+](=O)[O-])C(c2ccc(Cl)cc2)NC(=O)N1 (centres undefined)
 : ?, .
- COc1cc(NC(=S)NC(=O)c2cc(C)cc(C)c2)ccc1NC(=O)c1cccs1
 : ?, .
- COc1ccc(/C=C(\NC(=O)c2ccc(C)cc2)C(=O)NCCN2CCOCC2)cc1
 : i, 8.7
- COC(=O)c1[nH]c2c(c1C)C(=O)CC(c1ccc(OC)cc1)C2 (centres undefined)
 : -3.5%, 0.5
- CCc1nnc(NC(=O)CSc2nc(C)nc3c2c(=O)n(C)c(=O)n3C)s1
 : ?, .
- Cc1ccc(CN2CCN(/N=C/c3cc([N+](=O)[O-])ccc3Cl)CC2)cc1
 : i, .
- CC(=O)Oc1ccc(C(=O)Nc2ccccc2C(=O)Nc2ccc(C(=O)O)cc2)cc1
 : ?, .
- Cc1ccc(Cn2nnc3c(=O)[nH]c(C4CCCN(S(=O)(=O)c5ccccc5)C4)nc32)cc1 (centres undefined)
 : ?, .
- Cc1n[nH]c(C)c1S(=O)(=O)N1CCN(C2CCCCC2)CC1
 : i, 16.6
- O=C1CCCC2=C1C(O)(C(F)(F)F)C(=O)N2Cc1ccccc1 (centres undefined)
 : -0.4%, -7.9
- Clc1ccccc1OCc1nn[nH]n1
 : 17.8%, 9.8
- CC(=O)c1ccc(NC(=O)/C(C#N)=C/c2ccncc2)cc1
 : i, 1.1
- COc1cc(C(=O)Nc2ccc(C)cc2C(NCC(=O)NN)c2ccccc2)cc(OC)c1OC (centres undefined)
 : 7.7%, 6.2
- O=C(c1cccc(-c2ccccc2F)c1)N1CC[C@@H](N2CCC(O)CC2)[C@H](O)C1
 : ?, .
- Cc1nc2ccc(S(=O)(=O)Nc3cccc(-c4nc5cccnc5s4)c3)cc2s1
 : ?, .
- CCOCC(=O)Nc1ccc(F)c(F)c1
 : 6.8%, -1.7
- FC(F)C(F)(F)Oc1cccc(-c2n[nH]c(=S)n2Cc2ccccc2)c1
 : ?, .
- COCCCNS(=O)(=O)c1ccc(Oc2ncc(C(F)(F)F)cc2Cl)cc1
 : 3.3%, 0.2

# Next part.
SMILES,Lipid storage S3,Lipid storage S3 cell count max
O=C(CCc1nnc(CCCCc2ccccc2)o1)NCCC1CCCCO1 (centres undefined),?,.
O=C(c1ccc2nc(Cc3cccc(Cl)c3)oc2c1)N1CCC(CO)CC1,?,.
CCN(CCCNC(=O)CCCOc1cc(=O)n(C)c2ccccc12)Cc1ccccc1,1.3%,.
CC(C)OCCCNC(=O)C(C)Oc1ccccc1 (centres undefined),?,.
CN(C)CC1CCCCC1OC(=O)c1ccc(S(=O)(=O)N(C)c2ccccc2)cc1 (centres undefined),?,.
O=C(c1ccc(N2CCN(C3CC(=O)N(c4ccc(F)cc4)C3=O)CC2)cc1)c1cccnc1 (centres undefined),i,1.8
Clc1ccc(COc2ccccn2)c(Cl)c1,-10.2%,-10.3
O=C(NC(=S)Nc1cccc2cc(O)ccc12)c1ccco1,i,.
Cc1ccc(C(=O)NCC(=O)OCC(=O)N2CCCc3ccccc32)cc1,?,.
Cc1cc2ccccc2c(=O)n1CC(=O)NCC(=O)N1CCN(c2ccccc2)CC1,?,.
Nc1nc2ccccc2n1C(=O)c1ccc(F)cc1,?,.
Cc1cccc(N2N=C(C(=O)N3CC(=O)Nc4ccccc43)CCC2=O)c1,?,.
COc1ccccc1N(CC(=O)N1CCN(c2ccc(F)cc2)CC1)S(=O)(=O)c1ccc(C)cc1,-7.2%,20.3
C/C(=N\NC(=O)Cc1ccc([N+](=O)[O-])cc1)c1cccnc1,?,.
CN1C(=O)N(C)C2C1NC(=O)N2C (centres undefined),?,.
Cc1cc(NC(=O)c2ccco2)ccc1NC(=O)Cc1cccs1,7.7%,-4.0
Cc1cc(NC(=O)CN2CCN(S(=O)(=O)c3ccc(Cl)cc3)CC2)no1,i,14.4
Cc1cc(NS(=O)(=O)c2ccc(C(C)C)cc2)no1,?,.
CCC(C)NC(=O)c1ccc(CSc2nc3ccncc3n2Cc2ccc(F)cc2)cc1 (centres undefined),?,.
O=C(OCCCN=C1NS(=O)(=O)c2ccccc21)c1cccs1,0.4%,-0.2
CCSc1nnc(NC(=O)c2cc(-c3ccc(C)c(C)c3O)n[nH]2)s1,5.2%,1.0
CC(C)(C)N(Cc1ccccc1)C(=O)COC(=O)CCN1C(=O)C2CC=CCC2C1=O (centres undefined),12.4%[0.0737 µM],-3.4
CCCNC(=O)C(Cc1ccccc1F)NC(=O)c1ccccn1 (centres undefined),?,.
CCOC(=O)Cc1cc(OC)c(OC)cc1Cc1cc(OC)c(OC)cc1CC(=O)OCC,?,.
O=C(CCCCCBr)N1CCC(CC2CC(c3ccc(Cl)cc3)=NO2)(C(=O)NCC2CCCCC2)CC1 (centres undefined),?,.

# Record cards, from the list above.
# Cc1ccc(C(=O)NCC(=O)OCC(=O)N2CCCc3ccccc32)cc1 is entered as Lipid storage S3 = ?; Lipid storage S3 cell count max = .
# O=C(NC(=S)Nc1cccc2cc(O)ccc12)c1ccco1 is entered as Lipid storage S3 = i; Lipid storage S3 cell count max = .

# Further structures follow.
SMILES,Lipid storage S3,Lipid storage S3 cell count max
COc1cccc(C2=CC(=O)C[C@H](c3ccc(F)cc3)C2)c1,?,.
Cn1c(-c2cccc3ccccc23)n[nH]c1=S,?,.
CCn1c(=O)c([N+](=O)[O-])c(NCCN(C)C)c2ccccc21,-2.7%,0.8
N#Cc1ncc(C(F)(F)F)cc1Sc1ccc(N)cc1,?,.
CCOc1ccc(OCC)c(NC(=O)CSc2nc3ccccc3c(=O)n2C)c1,?,.
CCCC1=[N+](CC(=O)c2ccc(Br)cc2)CCn2cccc21,?,.
CCn1ccnc1CNC(=O)CC1C(=O)NCCN1CCCc1ccccc1 (centres undefined),0.8%,13.3
Cc1ccc(CNS(=O)(=O)c2cc(F)ccc2CN2C(=O)c3cccnc3C2=O)o1,?,.
C[C@]12C(=O)N(c3ccc(Br)cc3)C(=O)N1[C@@H]1c3ccccc3OC[C@@H]1[C@H]2c1ccccc1,i,12.9
O=C1c2ccccc2C(=O)N1c1ccccc1S(=O)C(F)(F)F (centres undefined),?,.
O=C(CSc1nnc(-c2ccco2)n1CC1CCCO1)c1ccccc1 (centres undefined),17.8%,0.6
O=C(COC(=O)c1cc(=O)[nH]c2ccccc12)NCc1cccs1,4.5%,0.8
O=C(CCC(=O)Nc1ccc(F)cc1)N/N=C/c1ccc(F)cc1,?,.
COc1cccc(C(=O)N2CCC(n3nccc3NC(=O)CCOc3ccccc3)CC2)c1,?,.
CC(C)(C)n1nnnc1C(c1ccccc1)N1CCc2ccccc2C1 (centres undefined),4.4%,-7.7
COc1ccc(OCC(O)Cn2c(=N)n(CCN3CCCCC3)c3ccccc32)cc1 (centres undefined),5.5%,-0.1
Cc1ccc(S(=O)(=O)N2CCCC2C(=O)O)cc1 (centres undefined),?,.
O=C(CC1C=Cc2ccccc2N1C(=O)c1ccccc1)c1ccccc1 (centres undefined),?,.
COc1ccc(NC(=O)CSc2nncs2)cc1OC,?,.
O=C(CC1C(=O)NCCN1C/C=C/c1ccccc1)NCCc1cnccn1 (centres undefined),-5.7%,-3.8
CCOC(=O)c1cnc2ccc(OCC)cc2c1NCc1cccnc1,?,.
O=C(N/N=C\c1ccc2c(c1)OCO2)c1ccc(Cn2cc(Br)c([N+](=O)[O-])n2)o1,?,.
